IDE act = IDE (human) activation, cell-based. P14735. 340,000 compounds, 0.073% hits. AID 493087. activation, % at 5.96 µM. HEK cells, FAbeta-B cleavage, fluorescence polarization; 0% vehicle, 100% cell-free pure enzyme wells;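 active means activation above the mean of all tested compounds plus 3 SD, set per screening campaign, cut at about 17% in these data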
pCIP destab = compounds decreasing mouse p/CIP protein stability; Q05BA5; F442A p/CIP-EGFP cells, EGFP fluorescence, 16 h; decrease of EGFP signal, % at 10 µM; 290,000 compounds, 0.01% hits; AID 1984;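 active means EGFP signal decrease of at least 30% at 10 µM or well 3 SD below plate mean, unless failing retest; inactive means the rest, including hits failing retest or dose response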; further: some compounds called inactive have numbers as strong as hits; many of its hits are not listed in these tables
HCV NS3 hel inh = inhibitors of Hepatitis C virus NS3 helicase. inhibition, % at 10.9 µM. NS3 helicase DNA unwinding, Cy5 molecular beacon fluorescence. 290,000 compounds, 0.56% hits. AID 1800;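 active means inhibition above the mean of all tested compounds plus 3 SD, set per campaign, cut at about 35% in these data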;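 further: 0% = DMSO wells and 100% = thioflavine S control wells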
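test system = hepatitis C virus NS3 helicase domain fragment enzyme | reagent = annealed dual-labelled DNA beacon duplex, ATP-started | times = 1 h at 25 °C | detection = Cy5 fluorescence, 0 and 60 min reads | read-out basis = percent inhibition from t60/t0 fluorescence ratio | control set = DMSO and thioflavine S | replication = one well per compound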
GalR3 antag = antagonists of human GalR3; AID 651719; 360,000 compounds, 0.44% hits; HEK293 GalR3-CNG cAMP membrane potential fluorescence; galR3 body fused to GalR1 C-terminus; inhibition, % at 3 µM;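 active means inhibition above the screen-wide average plus 3 SD, cut at about 13% in these data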;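 further: forskolin and galanin both at EC90 stimulate the cells; cAMP rise reported by CNG channel membrane potential dye signal; 0% = forskolin plus galanin with DMSO and 100% = forskolin alone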
VIM-2 inh = inhibitors of Pseudomonas aeruginosa VIM-2 metallo-beta-lactamase; purified VIM-2, nitrocefin hydrolysis, epi-absorbance fluorescence; inhibition, % at 5.6 µM; 290,000 compounds, 0.89% hits; AID 1527;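 active means inhibition above the mean of all tested compounds plus 3 SD, cutoff set per screening run, cut at about 7.5% in these data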;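 further: red hydrolysis product quenches plate fluorescence so inhibitors raise well fluorescence; 0% = enzyme with DMSO and 100% = DMSO without enzyme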
CRFR2-BP antag = CRF-BP/CRF-R2 complex antagonism | AID 588475 | HEK293 CRF-R2/CRF-BP, CRF-induced calcium fluorescence | 350,000 compounds, 0.59% hits | inhibition, % at 11.8 µM;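 active means inhibition of the ligand-induced calcium signal above about 50% at the single tested concentration, limit read from the data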
IMP-1 inhibitor = blocks Pseudomonas aeruginosa IMP-1 metallo-beta-lactamase; AID 1556; inhibition, % at 5.6 µM; 290,000 compounds, 0.45% hits; purified IMP-1, nitrocefin hydrolysis, epi-absorbance fluorescence;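 active means inhibition above the mean plus 3 SD of all compounds in the same screening run, cut at about 4.5% in these data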;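 further: 0% = IMP-1 with DMSO and 100% = DMSO wells lacking enzyme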
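Assay system: purified recombinant IMP-1 beta-lactamase. Input: IMP-1 0.2 nM before substrate addition. Buffer or medium: Zinc- and detergent-supplemented HEPES buffer, pH 7.1. Schedule: 25 °C, 15 min preincubation, 25 min reaction. Signal: Epi-absorbance fluorescence, 480 nm excitation, 530 nm emission. Evaluation: percent inhibition from optical density relative to buffer-blank wells.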
SUMO HTRF inh = inhibitors of human SUMOylation (UBC9). 290,000 compounds, 0.36% hits. HTRF SUMOylation assay, SAE1/SAE2 + UBC9, in vitro. inhibition, % at 35 µM. AID 2006; in the data active means inhibition above about 50%, passing the limit was not always enough; further: strong numbers were not always called active
IDE inh = inhibitors of human insulin-degrading enzyme in cells; P14735; 320,000 compounds, 0.41% hits; HEK cells, FAbetaB cleavage, fluorescence polarization; inhibition, % at 5.59 µM;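 active means percent inhibition above the average of all tested compounds plus 3 SD, set per screening campaign, cut at about 16% in these data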;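 further: IDE supplied by intact live HEK cells; FP after avidin binding of uncleaved biotin substrate so inhibition keeps polarization high; 0% = DMSO wells and 100% = 60 µM reference IDE inhibitor Ii1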
Starred values were filed as active, the others as inactive; . = no result given.

SMILES | IDE act | pCIP destab | HCV NS3 hel inh | GalR3 antag | VIM-2 inh | CRFR2-BP antag | IMP-1 inhibitor | SUMO HTRF inh | IDE inh
CCOC(=O)c1c(C)nc2c(c1-c1ccc(OC)c(OC)c1)C(=O)c1ccccc1-2 | 1 | 0 | 3 | 2 | -2.8 | 19 | -1.6 | -11 | -1
CCOC(=O)C1(Cc2cccc(Cl)c2)CCCN(C(=O)c2c(CC)noc2C)C1 (centres undefined) | 7 | -10 | -2 | -6 | 0.6 | -2 | -2.0 | 14 | 3
Cc1csc2c(SCC(=O)NNS(=O)(=O)c3cccc(C(F)(F)F)c3)ncnc12 | 0 | -14 | 0 | -3 | -1.9 | 18 | -5.0 | 2 | -3
CCCn1c2ccccc2c2cnn(CC(=O)NC3CCCCC3C)c(=O)c21 (centres undefined) | 4 | -7 | 12 | 3 | -2.5 | 4 | -2.6 | 18 | 2
CN(C(=O)CN1C(=O)S/C(=C\c2cccc(Cl)c2)C1=O)C1CCS(=O)(=O)C1 (centres undefined) | 1 | -4 | 12 | 1 | 1.6 | -13 | 0.9 | 5 | -2
O=[N+]([O-])c1ccc(CSc2nnc(Cc3ccccc3)n2-c2ccc(F)cc2)cc1 | 4 | -12 | -13 | -2 | 0.5 | 19 | -1.1 | -4 | -1
CCCS(=O)(=O)N1CCN(S(=O)(=O)c2ccccc2)CC1 | 6 | -2 | -8 | -1 | -0.6 | -11 | -0.2 | 12 | 4
Cc1ccc(OCCn2c(=O)n(C)c3ccccc32)cc1 | 4 | -4 | -1 | -5 | -0.3 | 29 | 0.7 | 0 | -3
O=C(CCC(=O)c1ccccc1)NCCOc1ccccc1 | -5 | 8 | 6 | -1 | 2.6 | -24 | -1.4 | -2 | 1
O=C(CSc1cccs1)Nc1cccc2ccccc12 | 1 | -2 | 1 | -2 | -3.2 | 9 | -2.0 | 18 | 4
CCOC(=O)c1ccc(N/C=C/C(=O)c2ccco2)cc1 | 3 | -4 | -4 | -7 | -3.5 | -7 | 0.1 | 3 | -2
O=C(Nc1cc(Cl)ccc1Cl)c1ccc(-c2ccccc2)cc1 | 3 | -6 | 0 | -3 | 3.2 | 0 | -1.0 | 2 | 0
Clc1ccccc1-c1nnc(-c2cccnc2)o1 | 2 | -6 | 2 | 1 | -1.0 | -1 | -3.1 | 16 | -1
COc1ccc(C(=O)Nc2cccc(C(=O)N/N=C/c3ccc(OC)cc3OC)c2)cc1 | 0 | 1 | -14 | -3 | -3.0 | 8 | -3.4 | -4 | 15
CCCCc1ccc(N2C(=O)[C@@H]3C(CC(N)=O)NC4(C(=O)Nc5ccc(F)cc54)[C@@H]3C2=O)cc1 (some centres undefined) | 6 | -7 | -1 | -5 | -4.4 | 18 | -0.1 | -16 | 9
COc1cc(C(=O)Nc2ccc3c(c2)ncn3C(C)(C)C)cc(OC)c1OC | 4 | -2 | 33 | -6 | -0.9 | -5 | -0.8 | 7 | .
COc1cccc(CCN2C(=O)C(=O)N([C@@H](CNCc3ccccc3)Cc3ccccc3F)C[C@@H]2C(C)(C)C)c1 | . | 4 | . | . | . | -42 | . | -27 | 1
Cc1c(CCOC(=O)CC23CC4CC(CC(C4)C2)C3)sc[n+]1CC(=O)c1ccccc1 | 0 | -3 | -71 | 0 | -5.1 | -22 | -2.9 | -8 | 0
O=c1[nH]c(NC2CCCCC2)nnc1Cc1ccccc1 | 1 | -2 | -12 | -4 | -5.3 | -15 | -2.9 | 21 | 5
Cc1cc2c(c(=O)o1)C(c1cccs1)C(C#N)=C(N)O2 (centres undefined) | 0 | -3 | 5 | -2 | -2.4 | 16 | -3.1 | 3 | 6
COc1cc2c(cc1OC)C(c1ccc(C)o1)CC(=O)N2 (centres undefined) | 5 | -2 | 1 | . | -2.2 | 34 | -3.5 | 7 | 5
COc1ccc(N2C(=O)CC(Nc3ccc(N4CCOCC4)cc3)C2=O)c(OC)c1 (centres undefined) | -5 | -4 | 21 | -2 | -3.6 | -12 | -7.9 | -1 | 0
O=C(Cc1ccc2c(c1)OCCO2)Nc1ccc(Cl)c(S(=O)(=O)N2CCOCC2)c1 | 7 | . | . | -6 | . | 12 | . | . | -2
CC(C)CNC(=O)COC(=O)c1ccc(Cl)c(S(N)(=O)=O)c1 | 4 | 10 | 5 | -1 | 1.4 | 1 | -0.3 | -12 | 4
CCC(C)(C)NC(=O)C1CCC(CNS(=O)(=O)c2cccc3nsnc23)CC1 (centres undefined) | 2 | -1 | -6 | . | -2.2 | 4 | -0.9 | 15 | 0

(continued)
SMILES | IDE act | pCIP destab | HCV NS3 hel inh | GalR3 antag | VIM-2 inh | CRFR2-BP antag | IMP-1 inhibitor | SUMO HTRF inh | IDE inh
O=C(CCCSc1nc2sc3c(c2c(=O)[nH]1)CCC3)NCCO | 1 | -6 | -1 | 5 | 2.2 | 8 | -1.2 | 3 | 2
COc1ccc(C(=O)OCC(=O)NC2CC2)cc1OC | 7 | . | . | -5 | . | -7 | . | . | -1
COc1ccc(C(CNC(=O)CSc2ccccc2F)N2CCOCC2)cc1 (centres undefined) | 2 | . | . | -1 | . | -5 | . | . | 2
CCc1ccc(OCC(=O)N(CC)CC)cc1 | 5 | -8 | -6 | -2 | -2.7 | -27 | -1.2 | 13 | -2
CC(=O)Oc1ccc2c(=O)c(Oc3ccccc3)c(C)oc2c1OC(C)=O | -1 | 0 | 11 | 2 | 1.5 | 15 | -2.0 | -12 | 2
COc1ccccc1-n1c(CNC(=O)c2ccc(S(=O)(=O)N3CCOCC3)cc2)n[nH]c1=S | 2 | -2 | -5 | -7 | -4.3 | 25 | -8.0 | -7 | 5
CN1CCN(/C=N/C2=C(C#N)C(c3ccccc3)C3=C(CC(C)(C)CC3=O)O2)CC1 (centres undefined) | -1 | 4 | -4 | -1 | -1.5 | 8 | 1.6 | -5 | -1
COc1ccc(NC(=O)Cn2c(C(C)C)nc(C)cc2=O)cc1Cl | 0 | 9 | 7 | 7 | -3.0 | -5 | -2.3 | -7 | -2
NNC(=O)c1nn(-c2ccc(Cl)cc2)cc1O | 5 | -2 | -2 | 3 | -3.3 | -3 | -3.0 | 8 | -6
COc1cccc(NC(=O)CN(C)C(=O)c2cc3ccccc3cc2OC)c1 | 3 | . | . | -5 | . | 1 | . | . | 1
Cc1ccccc1NC(=O)C(C)OC(=O)CCC(=O)N(CC(C)C)c1c(N)n(CC(C)C)c(=O)[nH]c1=O (centres undefined) | 0 | . | . | -3 | . | 8 | . | . | -1
Cc1cc(NC(=O)CSc2nnc(-c3ccncc3)n2Cc2ccccc2)n(-c2ccccc2)n1 | 2 | -8 | -1 | -3 | -1.8 | 0 | -3.2 | 12 | 9
COc1ccc(C)cc1NC(=O)C1CCCN(S(=O)(=O)c2cccs2)C1 (centres undefined) | 5 | 5 | -7 | -3 | -4.4 | -1 | -2.1 | -6 | -9
CC1(C)CC(=O)C2=C(C1)N(CCN1CCOCC1)C1=C(C(=O)CC(C)(C)C1)C2c1cccc(F)c1 | 7 | -7 | 5 | 1 | -3.7 | 16 | -5.0 | 8 | 2
Cc1ccc2c(C)c(C(=O)Nc3nnc(C)s3)oc2c1 | 3 | 6 | 2 | 1 | -2.7 | -17 | -2.2 | 24 | 3
S=C1NC(c2ccccc2)=NCN1c1ccc(Cl)cc1 | 2 | 6 | -13 | -8 | -4.3 | -1 | -0.9 | -2 | 2
COc1ccccc1NC(=O)CSc1nnnn1-c1ccccc1OC | 3 | 7 | -7 | -1 | -4.3 | 7 | -3.9 | 8 | 3
NS(=O)(=O)c1cccc(NC(=O)COC(=O)/C(=C/c2cccs2)c2cccs2)c1 | 2 | 1 | 3 | -1 | -0.2 | 33 | -1.8 | -20 | 8
COc1cc(NS(=O)(=O)c2ccc(NC(C)=O)cc2)cc(OC)c1 | 0 | -19 | 2 | -9 | 0.5 | 8 | -0.9 | 17 | -1
Cc1cccc(/C=C2/Sc3ccc(C(=O)N4CCOCC4)cc3NC2=O)c1 | -7 | 5 | -5 | -2 | 1.2 | 0 | -2.2 | . | 3
Cc1ccn2cc(CSc3ccccc3)nc2c1 | 4 | -1 | 0 | -4 | -3.8 | 17 | -5.4 | -2 | 5
COCCNC(=O)c1cn(CCOC)c(=O)c2c1c1ccccc1n2C | -1 | -8 | -2 | -9 | 2.3 | 27 | -1.2 | 2 | -4
CC1CCN(C(=O)c2scc3c2OCCO3)CC1 | 2 | -6 | 0 | -1 | -1.5 | 11 | -3.2 | 18 | 0
Cc1nc(S/C(C(=O)O)=C2/C(=O)Nc3ccccc32)n[nH]1 | 2 | 6 | -6 | -5 | -2.6 | -6 | -7.0 | 10 | -1
COc1cc(C(=O)NCCC(=O)NCCc2ccc(Cl)cc2)cc(OC)c1OC | 3 | 2 | 0 | -9 | -2.2 | -6 | -1.4 | 3 | -3

In the list so far, 2 have a cyano group:
SMILES | IDE act | pCIP destab | HCV NS3 hel inh | GalR3 antag | VIM-2 inh | CRFR2-BP antag | IMP-1 inhibitor | SUMO HTRF inh | IDE inh
Cc1cc2c(c(=O)o1)C(c1cccs1)C(C#N)=C(N)O2 (centres undefined) | 0 | -3 | 5 | -2 | -2.4 | 16 | -3.1 | 3 | 6
CN1CCN(/C=N/C2=C(C#N)C(c3ccccc3)C3=C(CC(C)(C)CC3=O)O2)CC1 (centres undefined) | -1 | 4 | -4 | -1 | -1.5 | 8 | 1.6 | -5 | -1

Next results.
SMILES | IDE act | pCIP destab | HCV NS3 hel inh | GalR3 antag | VIM-2 inh | CRFR2-BP antag | IMP-1 inhibitor | SUMO HTRF inh | IDE inh
O=C(CN1CCN(Cc2ccc(Cl)cc2)CC1)N/N=C/c1ccccc1F | 10 | 3 | -13 | -8 | -1.3 | -12 | -3.1 | 0 | -3
CNC(=S)NCCc1c[nH]c2ccc(OC)cc12 | 9 | 24 | -4 | -1 | -3.5 | 2 | -3.5 | -7 | 6
Cc1ncc(CO)c(/C=N/NC(=S)Nc2ccc(C(C)C)cc2)c1O | 4 | 6 | 17 | -6 | -3.4 | 4 | -0.3 | 5 | -4
O=C(N/C=C\n1cnc2cc(C(F)(F)F)ccc21)c1ccc([N+](=O)[O-])cc1 | -3 | 18 | 21 | -4 | 3.4 | -4 | 0.1 | 5 | -2
COc1ccccc1N(Cc1cc(=O)[nH]c2ccccc12)C(=O)c1cccc([N+](=O)[O-])c1 | -4 | 2 | -1 | 0 | -1.7 | 1 | -2.0 | 14 | 8
CC(=O)NNc1cc(=O)c2c(=O)n(C)c(=O)n(C)c2[nH]1 | -2 | 13 | 0 | -4 | -1.9 | -21 | -2.3 | 0 | -1
O=C(C(=O)N1CCCc2ccccc21)N1CCCc2ccccc21 | 0 | -22 | 13 | -4 | -4.3 | -12 | -4.7 | 10 | -2
O=C(CN1C(=O)NC2(CCCCCCC2)C1=O)N1CCc2ccccc2C1 | 2 | -6 | 0 | -6 | -3.1 | -10 | -2.9 | 12 | -2
Cc1cc(Br)cc2c(C(=O)Nc3c(C)n(C)n(-c4ccccc4)c3=O)cc(-c3cccs3)nc12 | 3 | -2 | 8 | -12 | -4.8 | 7 | -2.7 | -16 | 4

Source: PubChem
